# Bioassay records as filed in PubChem BioAssay.
# Chronic BCR inh = qHTS Assay to Find Inhibitors of Chronic Active B-Cell Receptor Signaling. ABC-DLBCL IkBa-CBG/CBR reporter, luminescence ratio, 4 h. Potency, µM (top dose mostly 46.1 µM), for inactives: at the highest dose ratio change, negative = lower green/red ratio, most hits filed as inhibitors. 340,000 compounds, 0.05% hits; active = well fitted inhibition curve with a large enough effect in the signal ratio, with a control signal flat, not every such curve was filed as active; inconclusive = small, poorly fitted or top-dose-only effect, or effect the other way, or a change in a side signal; the % refers to the signal ratio;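 note: potency is the fitted concentration of half-maximal effect; plate controls were basal doxycycline-induced cells for no effect and cells given 10 µM MG132 for full effect; MG132 reads +100%, hits lower the ratio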
#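 Compounds up to 46 uM were incubated four hours with TMD8 cells whose green CBG68 luciferase is fused to IkappaBalpha; red CBR luminescence normalised the signal, and concentration-effect curves were fitted to fusion, red and ratio data.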
# B2AR arrestin = qHTS assay of beta-arrestin-biased ligands of beta2-adrenergic receptor. Beta-2 adrenergic receptor (Homo sapiens), P07550. beta-arrestin recruitment to beta2AR, cell-based reporter. Potency, µM (titrated, usually from 46.1 µM), without a hit: at the top dose activation, usual class: activators. 330,000 compounds, 0.02% hits;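 note: potency is the fitted concentration of half-maximal effect; 0% = DMSO controls and full agonism = EC100 isoproterenol or metaproterenol; nearly all actives have a fitted effect of over 65% in size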
# Giardia killer = Small Molecules that selectively kill Giardia lamblia: qHTS; Giardia lamblia trophozoite viability; activity change, % at 7.66 µM, hits read low; 340,000 compounds, 0.15% hits; AID 540267, 2011; in the data active = activity change below about -80%; inconclusive = between about -30% and that limit;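 note: parasites exposed to compound for two days anaerobically before the ATP read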
#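 Luminescent ATP signal served as the viability read-out, measured 15-30 min after adding ATP detection reagent to trophozoites that had been incubated with compounds for 48 hrs at 37 deg C anaerobically at 100 cells/well.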
# PKM2 act = qHTS Assay for Activators of Human Muscle isoform 2 Pyruvate Kinase; Pyruvate kinase PKM (Homo sapiens), P14618; purified PKM2, Kinase-Glo ATP luminescence, activation; response scale: 0% is enzyme alone, no compound; Potency, µM (doses to about 57.5 µM), for inactives: top-dose activation, usual class: activators; 260,000 compounds, 0.34% hits; note: potency is the fitted concentration of half-maximal effect; nearly all actives have a fitted effect of over 55% in size
# Target sequence (P14618 whole entry, looked up, canonical isoform): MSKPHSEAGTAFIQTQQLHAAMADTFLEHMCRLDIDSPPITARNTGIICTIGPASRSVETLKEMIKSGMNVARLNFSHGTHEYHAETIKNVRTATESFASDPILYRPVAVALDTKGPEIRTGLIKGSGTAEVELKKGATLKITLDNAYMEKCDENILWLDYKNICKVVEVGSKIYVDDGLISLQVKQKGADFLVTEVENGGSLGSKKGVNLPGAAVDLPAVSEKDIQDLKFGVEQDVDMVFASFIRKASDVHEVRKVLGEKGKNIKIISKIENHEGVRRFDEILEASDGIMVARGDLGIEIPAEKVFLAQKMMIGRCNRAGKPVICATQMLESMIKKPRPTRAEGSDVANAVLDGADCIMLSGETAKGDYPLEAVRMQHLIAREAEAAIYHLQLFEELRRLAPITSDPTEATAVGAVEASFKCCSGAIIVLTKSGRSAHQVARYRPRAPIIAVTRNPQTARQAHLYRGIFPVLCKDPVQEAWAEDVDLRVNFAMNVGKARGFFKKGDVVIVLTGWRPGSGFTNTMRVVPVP
#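 hPK-M2, >95% pure; 0.1 mM ADP / 0.5 mM PEP final; imidazole pH7.2 buffer w/ 7 mM MgCl2, 50 mM KCl; 1 h RT; Kinase-Glo lum. Intermediate enzyme activity for dual inhibitor/activator qHTS.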
# FBPA coupling cs = qHTS Assay for Inhibitors of Fructose-1,6-bisphosphate Aldolase from Giardia Lamblia: Coupling assay counterscreen. coupling enzyme system counterscreen, AmpLite Red fluorescence. activity change, negative = inhibition, % at 58.2 µM, hits read low. 290,000 compounds, 0.67% hits. AID 2472, 2010; in the data active = activity change below about -30%
#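 Activity here indicates interference with the coupling reaction, not aldolase inhibition. Compounds at 57.5 uM final met coupling enzymes for 10 min at RT; substrate and AmpLite Red detection followed, with a 525/598 nm fluorescence read after 20 min.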
# USP2a block = qHTS Assay for Inhibitors of Ubiquitin-specific Protease USP2a Using CHOP2 as the Reporter; USP2 core, Ub-CHOP2 coupled fluorogenic reporter, 485/531; Potency, µM (top dose mostly 38.3 µM), inactives show at the top dose activity change, negative = inhibition, most hits filed as inhibitors; 330,000 compounds, 0.01% hits;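 note: potency is the fitted concentration of half-maximal effect; plate controls were DMSO wells for no effect and full inhibition by NEM control for full effect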
#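 Cell-free coupled assay: 10nM USP2 core preincubated 30min RT with compound in Tris-HCl pH 8.0/CaCl2/CHAPS buffer, then 25nM Ub-CHOP2 and 25nM reporter substrate; fluorescence (Ex 485/Em 531) read after 60min RT, normalized to NEM inhibition, concentration-response curves fitted.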
# KCNH2 WT inh = qHTS for Inhibitors of KCHN2 3.1: Wildtype qHTS; 340,000 compounds, 0.37% hits; activity change, % at 1.84 µM; Voltage-gated inwardly rectifying potassium channel KCNH2 (Homo sapiens), Q12809; AID 720551, 2013; U2OS, BacMam KCNH2, thallium flux FluxOr; stronger effect = lower value;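 active = maximum activity change below -70%; inconclusive = maximum activity change between -70% and -50%; inactive = maximum activity change above -50%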
#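 U2OS cells transduced with wild-type KCNH2 virus are loaded with FluxOr dye for 45 min, and thallium flux is measured in kinetic reads before and after stimulation buffer. Rate constants are normalized to DMSO controls.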
# KCNH2 3.1 block = qHTS for Inhibitors of KCHN2 3.1: Mutant qHTS. U2OS KCNH2 3.1, thallium flux FluxOr; stronger effect = lower value. 340,000 compounds, 0.95% hits. activity change, % (tested at about 1.8 µM);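 active = maximum activity change below -70%; inconclusive = maximum activity change from -70% to -50%; inactive = maximum activity change above -50%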;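 note: thallium influx rate constant from kinetic fluorescence after stimulation buffer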
#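 We transduce U2OS cells with the mutant 3.1 virus, culture them overnight, load FluxOr with Red40 quencher for 45 min, then add stimulation buffer and read kinetically for 2 min to derive a normalized rate constant.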
# GALK inh = qHTS Assay for Inhibitors of Human Galactokinase (GALK). Potency, µM (highest dose often 57.5 µM), for inactives: top-dose activity change, negative = inhibition, most hits filed as inhibitors. 270,000 compounds, 0.007% hits. P51570. Purified GALK, Kinase-Glo residual ATP luminescence; note: potency is the fitted concentration of half-maximal effect
#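 Luminescence from leftover ATP (Ultra-Glo luciferase/luciferin) served as read-out after a 1 h room-temperature reaction of 5 nM GALK with 35 uM ATP and 100 uM galactose.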
# Eya2 phos inh = qHTS Assay for Inhibitors of the Phosphatase Activity of Eya2; recombinant Eya2, OMFP fluorescence dephosphorylation (OMFP is methylfluorescein phosphate); Potency, µM (top dose mostly 76.9 µM), without a hit: top-dose activity, negative = inhibition, actives largely listed as inhibitors; Protein phosphatase EYA2 (Homo sapiens), O00167; AID 488837, 2010; 330,000 compounds, 0.006% hits; note: potency is the fitted concentration of half-maximal effect
# Target sequence (O00167 whole entry, looked up): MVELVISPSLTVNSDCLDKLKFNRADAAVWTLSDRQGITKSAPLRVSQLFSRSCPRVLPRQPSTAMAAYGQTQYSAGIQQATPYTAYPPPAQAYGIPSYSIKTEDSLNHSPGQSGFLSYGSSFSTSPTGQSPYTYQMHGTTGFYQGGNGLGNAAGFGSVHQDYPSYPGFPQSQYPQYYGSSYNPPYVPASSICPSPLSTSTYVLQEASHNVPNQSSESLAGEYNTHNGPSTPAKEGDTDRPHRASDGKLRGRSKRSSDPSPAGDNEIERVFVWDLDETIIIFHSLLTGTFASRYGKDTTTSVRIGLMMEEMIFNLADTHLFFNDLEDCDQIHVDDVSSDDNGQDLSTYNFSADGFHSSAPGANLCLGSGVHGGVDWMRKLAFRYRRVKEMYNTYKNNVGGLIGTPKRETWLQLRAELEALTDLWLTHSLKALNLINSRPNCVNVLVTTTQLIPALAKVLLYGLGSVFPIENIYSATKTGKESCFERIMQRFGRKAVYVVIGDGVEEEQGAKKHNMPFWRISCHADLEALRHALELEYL
#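 Eya2 protein (added as 0.2 uM solution) was preincubated with compound for 10 min at ambient temperature in 50 mM HEPES pH 7.5, 50 mM NaCl, 5 uM MgCl2, 0.05% BSA, 1 mM DTT. OMFP (added at 50 uM) then reacted 10 min; fluorescence read at 485/525 nm.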
# uPA surface inh = qHTS for Inhibitors of Cell Surface uPA Generation. cell surface uPA generation assay, qHTS. Potency, µM (series often up to 38.3 µM), without a hit: at the top dose activity change, negative = inhibition, actives largely listed as inhibitors. 330,000 compounds, 0.31% hits. AID 540303, 2011; active = well fitted inhibition curve with a large enough effect; inconclusive = small, poorly fitted or top-dose-only effect; inactive = no such curve, though single readings can be large or run the other way; tested in mouse RAW 264.7 cells; note: potency is the fitted concentration of half-maximal effect; nearly all actives have a fitted effect of over 55% in size
# * hit, by the source's call; ? = inconclusive; nt = no result given; & = joins results of further samples; [ ] = remark or other dose. Unless noted, calls come from the whole dose curve; as a rule, active = well fitted curve in the direction sought with a large enough effect; inconclusive = small, poorly fitted or top-dose-only effect, or another doubt; inactive = no such curve, though single readings can be large; an effect the other way counts as inactive or inconclusive. Unless noted, % is set by controls: 0 for no effect and ±100 for the full control effect.
SMILES,Chronic BCR inh,B2AR arrestin,Giardia killer,PKM2 act,FBPA coupling cs,USP2a block,KCNH2 WT inh,KCNH2 3.1 block,GALK inh,Eya2 phos inh,uPA surface inh
CCOC(=O)c1cc(-c2ccccc2)n(CC(=O)Nc2ccc(OC)cc2)c1C,-1%,-0.8%,4,-1%,1,-6%,2,-3,-6%,-9%,2%
COc1ccc(C(=O)Oc2cc(/C=N/NS(=O)(=O)c3ccc(C)cc3)ccc2OC)cc1,1%,-0.1%,6,1%,0,1%,0,-18,nt,2%,3%
CCN(Cc1cnn(C)c1)Cc1nc(Cc2ccccc2Cl)no1,-10%,0.0%,-12,-5%,3,2%,-3,7,10%,4%,-4%
COc1cccc(OC)c1OCCCN1CCOCC1,3%,-0.6%,-11,2%,1,2%,18,nt,-1%,2%,5%
COc1ccccc1NC(=O)c1cc(=O)[nH]c2ccccc12,0%,-0.2%,-21,23%,-3,-2%,0,-15,2%,-6%,5%
C[C@H](CO)N1C[C@H](C)[C@@H](CN(C)Cc2ccc(C(=O)O)cc2)Oc2c(cccc2N(C)C)C1=O,2%,-0.1%,-22,nt,nt,4%,-12,25,nt,-18%,8%
O=C(CSc1nc2ccccc2o1)N/N=C/c1ccc(C(=O)O)cc1,?,-0.7%,11,3%,4,-1%,2,-16,nt,0%,3%
COc1ccc(-c2nc3ccccc3c(=O)n2N)cc1,-5%,0.3%,2,2%,1,5%,0,4,0%,-31%,3%
COc1ccccc1N1C(=O)CC(N(O)c2ccccc2)C1=O (stereo not given),?,-0.4%,-7,?,1,-5%,4,-13,nt,5%,2%
CC/C(C)=C1\SC(N2CCN(C(C)=O)CC2)=NC1=O,10%,0.0%,17,-7%,-2,-1%,-3,-1,-1%,-7%,-1%
Cc1ccc(C(=O)O)cc1NC(=O)CCc1ccccc1,5%,-0.1%,8,-1%,5,9%,-14,-12,-1%,9%,1%
O=S(=O)(c1ccc2ccccc2c1)n1cnc2ccccc21,-3%,-0.2%,-3,18%,-3,3%,12,-22,8%,0%,1%
COCCCn1c(SCC(=O)Nc2nnc(C)s2)nnc1-c1ccoc1C,3%,-0.2%,12,3%,3,2%,0,13,2%,-1%,-2%
CC(=O)Nc1ccc(SCC(=O)O)cc1,?,-0.5%,-16,-3%,5,-7%,0,11,5%,-3%,1%
CC1CCc2c(C(=O)Nc3ccccn3)csc2C1 (stereo not given),?,-0.5%,-24,5%,-2,5%,-3,15,0%,-18%,-11%
CC(=O)Nc1cc(S(=O)(=O)Nc2ccccc2C)c(C)cc1C,2%,-0.2%,21,0%,1,-1%,4,15,-1%,7%,6%
Fc1cccc(NCCc2c[nH]c3ccccc23)n1,-3%,-0.7%,-1,nt,-8,2%,-5,-1,0%,-8%,?
COC(=O)Cn1c(=NC(=O)c2ccc(Cl)s2)sc2cc(C)ccc21,?,-1.1%,-14,-19%,-8,4%,2,-4,-1%,0%,-6%
C=CC1=C2C=C(C3CC3)N(CCCN(CC)CC)C=C2C(=O)C(C)(OC(=O)c2ccco2)C1=O (stereo not given),nt,nt,?,-3%[11.5 µM],-15,nt,20,10,nt,nt,2%
CC[C@]12c3[nH]c4ccc(OC)cc4c3CCN1C(=O)C(CC(=O)NCCc1ccccn1)C[C@@H]2C(=O)N1CCN(C(=O)c2ccco2)CC1 (stereo not given in full),-1%,9.0%,5,nt,nt,0%,-3,5,nt,1%,0%
NC(=NC1CCCCC1)c1ccc(Cl)cc1,3%,0.1%,-14,-9%,-4,4%,47,-11,1%,1%,-2%
COc1ccc(-c2cc(=Nc3ccc(C(=O)O)cc3)c3cc(C)ccc3o2)cc1,?,-0.3%,-1,-5%,1,1%,4,-14,8%,-7%,-5%
COc1cccc(C2=Nn3c(nnc3-c3ccccc3O)SC2)c1,0%,-0.2%,-12,2%,-2&0,-5%,-12,0,-2%,-7%,-5%
COc1ccc(CN2CCNC(=O)C2CC(=O)N(C)Cc2nccn2C)cc1OC (stereo not given),-2%,-0.8%,-9,-27%,1,8%,-5,15,-1%,16%,-1%
O=c1c2cnn(-c3ccccc3)c2nc(-c2cccs2)n1-c1ccc(Cl)cc1,-3%,0.3%,-8,-6%,-1,8%,5,-5,-3%,-10%,5%
CC(C)(C)c1cc(CN(CCO)CCO)c(O)c(C(C)(C)C)c1,-7%,-0.7%,12,-6%,-2,1%,-7,-47,4%,-7%,-5%
Cc1nc(SCC(=O)N2CCOCC2)c2ccsc2n1,-2%,0.3%,-9,1%,3,-1%,-3,7,0%,3%,14%
Cc1ccc(NC(=O)C2(c3ccccc3)CC2(Cl)Cl)cc1C (stereo not given),21%,-1.2%,4,3%,-6,-8%,7,4,-1%,-20%,6%
CCOC(=O)c1cc(NC(=O)Nc2ccc(Br)cc2)c(C)nc1C,7%,-0.5%,-19,4%,0,1%,8,0,-2%,12%,-9%
CC(=O)c1ccc(NC(=S)N(CCCN(C)C)Cc2ccccc2)cc1,-6%,-0.6%,22,-18%,-5,-1%,20,-23,-1%,-7%,-4%

# Exported as tab-separated lines: part of the list above.
SMILES	Chronic BCR inh	B2AR arrestin	Giardia killer	PKM2 act	FBPA coupling cs	USP2a block	KCNH2 WT inh	KCNH2 3.1 block	GALK inh	Eya2 phos inh	uPA surface inh
CC(=O)Nc1cc(S(=O)(=O)Nc2ccccc2C)c(C)cc1C	2%	-0.2%	21	0%	1	-1%	4	15	-1%	7%	6%
Fc1cccc(NCCc2c[nH]c3ccccc23)n1	-3%	-0.7%	-1	nt	-8	2%	-5	-1	0%	-8%	?
COC(=O)Cn1c(=NC(=O)c2ccc(Cl)s2)sc2cc(C)ccc21	?	-1.1%	-14	-19%	-8	4%	2	-4	-1%	0%	-6%
C=CC1=C2C=C(C3CC3)N(CCCN(CC)CC)C=C2C(=O)C(C)(OC(=O)c2ccco2)C1=O (stereo not given)	nt	nt	?	-3%[11.5 µM]	-15	nt	20	10	nt	nt	2%
CC[C@]12c3[nH]c4ccc(OC)cc4c3CCN1C(=O)C(CC(=O)NCCc1ccccn1)C[C@@H]2C(=O)N1CCN(C(=O)c2ccco2)CC1 (stereo not given in full)	-1%	9.0%	5	nt	nt	0%	-3	5	nt	1%	0%
NC(=NC1CCCCC1)c1ccc(Cl)cc1	3%	0.1%	-14	-9%	-4	4%	47	-11	1%	1%	-2%
COc1ccc(-c2cc(=Nc3ccc(C(=O)O)cc3)c3cc(C)ccc3o2)cc1	?	-0.3%	-1	-5%	1	1%	4	-14	8%	-7%	-5%
COc1cccc(C2=Nn3c(nnc3-c3ccccc3O)SC2)c1	0%	-0.2%	-12	2%	-2&0	-5%	-12	0	-2%	-7%	-5%

# Continuation.
SMILES,Chronic BCR inh,B2AR arrestin,Giardia killer,PKM2 act,FBPA coupling cs,USP2a block,KCNH2 WT inh,KCNH2 3.1 block,GALK inh,Eya2 phos inh,uPA surface inh
COC(=O)c1ccccc1NC(=O)NCc1c(C)nn(C)c1C,?,-0.1%,-12,-14%,3,-1%,7,-2,4%,7%,4%
COc1ccc(CC(=O)O/N=C(\N)c2ccccn2)cc1OC,-1%,-0.9%,-13,-5%,nt,0%,4,3,0%,-6%,-9%
COc1ccccc1Cn1nnc2c(=O)[nH]c(C3CCN(C(=O)c4ccccc4Cl)CC3)nc21,?,-3.7%,-5,-6%,4,0%,1,-7,0%,-6%,5%
COc1ccc(NC(=O)CC2SC(N3CCCCC3)=NC2=O)cc1OC (stereo not given),-1%,0.4%,14,nt,nt,0%,3,-6,nt,11%,2%
CCN(CC)CCn1c(N)nc2ccccc21,-1%,-0.1%,12,-7%,0,0%,4,-1,nt,-2%,2%
Cc1coc(=N)n1CC(=O)c1ccc(Cl)cc1,-11%,0.4%,2,-5%,0,0%,1,9,1%,14%,-2%
O=C(/C=C/c1ccc(Cl)cc1)Nn1c(-c2cccs2)nc2ccccc2c1=O,?,2.7%,6,?,4,0%,nt,3,0%,-8%,-4%
Cc1ccccc1C(=O)N1CCC(C(N)=O)CC1,?,0.0%,-6,11%,5,1%,-17,-12,0%,14%,5%
